LGR2 antag: Drosophila LGR2 receptor signaling inhibition. HEK293 LGR2, CRE-luciferase, bursicon-stimulated, 4 h. inhibition, % at 9.99 µM. actives 0.35% (n = 380,000);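 active = drop in luminescence signal, shown as inhibition above about 50% in the replicate tests, limit read from the data, passing the limit was not always enough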;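 note: agonist challenge used bursicon conditioned medium at about half maximal strength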
PGC1a acetyl inh: PGC1a acetylation modulation, inhibitor mode; U2OS PGC1a acetylation, AlphaScreen anti-acetyl-lysine; with virally co-expressed GCN5 acetyltransferase; inhibition, % at 15.6 µM; actives 0.17% (n = 350,000); AID 651687;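 active = every replicate shows inhibition of at least 40%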;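 note: 0% = neutral control wells and 100% = positive control wells; some results beyond the cut were filed as inactive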
Xi reactivation: reactivates the inactive X chromosome in mouse fibroblasts | activation, % at 7.58 µM | actives 0.055% (n = 360,000) | XiGFP mouse fibroblasts, % GFP-positive cells imaging, 3 d; cells co-treated with 5-aza-dC sensitizer; scaled so ellipticine positive control = 100% | AID 743238;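 active = mean normalized replicate activation at least 10% and every replicate at or above 10%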;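 note: 0% = median of on-plate neutral control wells and 100% = ellipticine 6 µM median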
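System: 68-5-11 XiGFP fibroblast line; Timing: 3 days compound exposure; Compound dosing: one concentration, pinned; Benchmarks: positive control ellipticine, 6 µM final; Buffer or medium: DMEM containing 5-aza-dC.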
SIRT5 inh: sirtuin-5 (human) deacylase inhibition; inhibition, % at 15 µM; Purified SirT5, succinyl-peptide AMC, trypsin-coupled fluorescence; actives 1.1% (n = 330,000); AID 652115; in the data active = inhibition above about 15%
S100A4 MyoIIA: inhibitors of human S100A4 binding to myosin IIA peptide; P26447; S100A4/TAMRA-MyoIIA peptide fluorescence polarization; inhibition, % at 10.7 µM; actives 0.14% (n = 360,000); AID 652163;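 active = mean inhibition of at least 70% across replicates, with every replicate also reaching that level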
Target sequence (P26447 whole entry, looked up): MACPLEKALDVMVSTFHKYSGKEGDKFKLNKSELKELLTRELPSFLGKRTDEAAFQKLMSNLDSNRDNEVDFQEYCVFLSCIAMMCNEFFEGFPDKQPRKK
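Test system: S100A4 monomer protein; Medium: HEPES pH 7.2 with CaCl2, KCl, NaCl, DTT, Triton; Probe or stimulus: TAMRA-labelled myosin IIA heavy-chain peptide probe, 5 nM; Doses: one dose per compound; Times: polarization read 5 min after assay mix addition, stable 5–60 min; Benchmarks: neutral control DMSO, positive control TFP.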
Cneo AK release: Cryptococcus neoformans lysis via adenylate kinase release. C. neoformans lysis, adenylate kinase release luminescence, 4 h; normalised: neutral wells 0, clomiphene wells 100. lysis activity, % at 15 µM. actives 0.2% (n = 360,000);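 active = mean lysis activity across replicates of at least 80%, whatever share of replicates individually reach that level; inactive = mean lysis activity below 80%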
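Material – log-phase Cryptococcus neoformans yeast cells · Input – 5 × 10^6 yeast cells/mL · Medium – fresh YPD growth medium · Doses – single compound concentration per well · Timing – static 4 h at 37 °C with compound, 1 h detection · Detection – adenylate kinase release luminescence · Read-out – signal increase indicating cell lysis · Control set – Clomiphene as positive lysis control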
C2C12 statin: suppression of simvastatin myotoxicity; rescue of ATP level, % at 7.49 µM; C2C12 myotubes + simvastatin, ATP luminescence, 48 h; scaled: DMSO 0, geranylgeraniol control 100; actives 0.78% (n = 330,000);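 active = mean ATP rescue above about 67%, or every replicate alone reaching that limit, limit read from the data, passing the limit was not always enough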;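 note: myotubes were challenged with 10 µM simvastatin during compound exposure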
ERAP1 inh: blocks human ERAP1 aminopeptidase activity | Q9NZ08 | recombinant ERAP1, Leu-AMC fluorescence, 60 min | inhibition, % at 10.7 µM | actives 0.15% (n = 340,000) | AID 652197;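 active = mean replicate inhibition of at least 30%, or all replicates individually reaching that 30% level; inactive = mean below 30% and not every replicate reaching it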;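 note: 0% = neutral control wells and 100% = L-leucinethiol positive control wells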
Target sequence (Q9NZ08 whole entry, looked up): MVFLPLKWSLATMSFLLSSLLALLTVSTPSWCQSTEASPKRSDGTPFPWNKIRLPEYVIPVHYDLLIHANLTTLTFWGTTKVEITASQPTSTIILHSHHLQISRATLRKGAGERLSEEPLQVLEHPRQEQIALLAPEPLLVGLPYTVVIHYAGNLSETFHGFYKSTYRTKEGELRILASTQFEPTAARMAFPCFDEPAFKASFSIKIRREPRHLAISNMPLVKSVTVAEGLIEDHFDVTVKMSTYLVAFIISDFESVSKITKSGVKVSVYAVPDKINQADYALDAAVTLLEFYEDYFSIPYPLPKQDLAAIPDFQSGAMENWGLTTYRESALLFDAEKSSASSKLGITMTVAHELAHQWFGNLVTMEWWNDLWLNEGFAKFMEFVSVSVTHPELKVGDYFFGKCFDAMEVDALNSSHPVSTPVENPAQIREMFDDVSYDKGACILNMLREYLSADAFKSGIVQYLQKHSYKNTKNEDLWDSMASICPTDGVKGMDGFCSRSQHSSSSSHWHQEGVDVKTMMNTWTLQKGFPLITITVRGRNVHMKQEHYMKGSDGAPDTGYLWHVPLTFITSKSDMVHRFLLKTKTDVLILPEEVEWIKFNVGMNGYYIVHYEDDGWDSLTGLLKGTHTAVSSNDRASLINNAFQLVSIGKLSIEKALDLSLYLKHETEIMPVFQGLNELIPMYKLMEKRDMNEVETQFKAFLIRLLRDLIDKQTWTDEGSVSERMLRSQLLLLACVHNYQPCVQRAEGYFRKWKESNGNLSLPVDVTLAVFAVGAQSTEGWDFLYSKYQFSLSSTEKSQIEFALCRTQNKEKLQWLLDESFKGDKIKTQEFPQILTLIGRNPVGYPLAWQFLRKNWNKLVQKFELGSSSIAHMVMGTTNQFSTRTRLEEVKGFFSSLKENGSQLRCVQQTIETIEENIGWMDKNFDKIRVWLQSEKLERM
Starred values were filed as active, the others as inactive; . = not tested or not shown; & = joins results of further samples.

The line under a structure holds: C2C12 statin	LGR2 antag	Xi reactivation	S100A4 MyoIIA	PGC1a acetyl inh	ERAP1 inh	Cneo AK release	SIRT5 inh
(1) CCC(=O)NC(c1cc(Cl)c2cccnc2c1O)C1CC1 (configuration not stated)
    -2.7	20.3	0.0	1.5	.	-1.8	4.0	.
(2) COc1ccccc1NC(=O)Cn1cc(C(=O)C(=O)N2CCOCC2)c2ccccc21
    -4.5	-0.4	0.3	-7.4	6.2	1.7	14.3	-1.3
(3) O=C(C[C@@H]1CC[C@H]2[C@@H](COC[C@@H](O)CN2CC2CCCCC2)O1)NCc1ccc(Cl)cc1
    49.4	4.2	0.0	12.2	-12.1	-0.1	0.5	6.4
(4) O=C(C1=C[C@@H](c2coc3ccccc3c2=O)C[C@@H](OCc2ccc(CO)cc2)O1)N1CCN(Cc2ccc3c(c2)OCO3)CC1
    -40.8	27.7	0.0	4.2	-16.7	2.0	-1.2	.
(5) O=C(c1cccnc1Nc1ccccc1F)N1CCOCC1
    -6.9	-3.3	0.0	0.1	7.6	-0.7	2.1	-0.2
(6) CC(=O)Nc1ccc(NC(=O)CC2(CC(=O)N3CCOCC3)CCCC2)cc1
    -4.7	-3.5	-0.1	4.9	.	-1.5	2.7	-8.6
(7) Cc1csc(SCC(=O)Nc2nnc(C)s2)n1
    5.8	2.3	0.0	-4.1	-1.2	-1.2	2.5	-1.0
(8) COc1ccc(-c2[nH]ncc2/C=N\NC(=O)c2ccc(Br)o2)cc1OC
    -0.5	-8.8	0.2	-0.6	.	2.3	1.4	4.2
(9) CC1=Nc2cc(C(=O)N3CCCCC3)ccc2Sc2ccc(C)cc21
    7.6	-1.1	0.0	1.6	-11.1	3.4	-2.1	-0.9
(10) N#CC(C#N)=C1NC2(CCCC2)Cc2ccccc21
    .	-4.5	0.0	4.7	2.0	0.6	7.4	1.7
(11) O=C(CSc1nnc(NC(=O)c2ccccc2[N+](=O)[O-])s1)NCc1ccco1
    2.4	8.3	0.1	10.2	.	0.4	2.5	2.2
(12) C[C@H](NC(=O)c1ccco1)C(=O)Nc1ccc(C#N)cc1
    -3.7	22.9	0.2	-2.7	5.6	1.2	-2.0	-2.3
(13) Cc1ccc(C(=O)N2Cc3ccccc3CC2C(=O)O)cc1 (configuration not stated)
    -7.2	-6.8	.	-2.9	1.6	3.1	-0.2	-1.4
(14) CCC(C)(C)NC(=O)C(c1cccc(OC)c1OC)N(C(=O)CCC(=O)Nc1cc(C)on1)c1ccc2c(c1)OCCO2 (configuration not stated)
    -4.0	5.7	0.4	0.2	.	3.4	12.2	1.3
(15) Cc1ccc(S(=O)(=O)Nc2ccc3c(c2)C(=O)N([C@@H](C)CO)C[C@@H](C)[C@@H](CN(C)S(=O)(=O)c2ccccc2)OCCCC[C@H](C)O3)cc1
    16.6	3.2	0.1&0.1	2.2&-4.3	1.4&-6.4	-1.4	1.3&-0.1	0.4&10.7

One compound at a time, from the list above. Screens in order: C2C12 statin	LGR2 antag	Xi reactivation	S100A4 MyoIIA	PGC1a acetyl inh	ERAP1 inh	Cneo AK release	SIRT5 inh
C[C@H](NC(=O)c1ccco1)C(=O)Nc1ccc(C#N)cc1 in the list: -3.7	22.9	0.2	-2.7	5.6	1.2	-2.0	-2.3
CC(=O)Nc1ccc(NC(=O)CC2(CC(=O)N3CCOCC3)CCCC2)cc1 in the list: -4.7	-3.5	-0.1	4.9	.	-1.5	2.7	-8.6

Next entries follow.
The line under a structure holds: C2C12 statin	LGR2 antag	Xi reactivation	S100A4 MyoIIA	PGC1a acetyl inh	ERAP1 inh	Cneo AK release	SIRT5 inh
(16) c1ccc(Cn2nnc3c(NCC4CCCO4)nc(C4CC4)nc32)cc1 (configuration not stated)
    .	.	0.0	8.1	.	-0.5	.	-2.9
(17) COC(=O)c1ccc(NC(=O)CN2CCN(S(=O)(=O)c3ccc(Br)cc3)CC2)cc1
    -5.3	-8.2	0.0	-5.8	7.7	2.1	-1.2	-4.9
(18) Cc1noc(C)c1NC(=O)N(C)C[C@H]1Oc2c(NS(C)(=O)=O)cccc2C(=O)N([C@@H](C)CO)C[C@@H]1C
    .	-29.7	0.0	0.5	-6.0	-1.6	6.3	-1.6
(19) COC(=O)[C@]12CCCCC=C1N(Cc1ccccc1)C(=O)[C@H](CC(=O)NCCC(C)C)C2
    .	8.2	-0.1	-6.2	.	.	.	1.8
(20) CCOc1ccc(/C=N/NC(=O)C2CCCC2)c(OCC)c1
    .	4.7	-0.1	4.5	-1.9	-2.6	-0.1	-15.3
(21) C[C@@H]1CN([C@H](C)CO)S(=O)(=O)c2ccc(C#CC3CCCC3)cc2O[C@@H]1CN(C)C(=O)Cc1ccccc1
    -3.9	5.5	-1.1	2.5	-32.9	-2.6	3.7	3.3
(22) NC(=O)NC(=O)COC(=O)c1ccccc1OCc1ccc(F)cc1
    -3.5	12.8	0.0	0.1	25.1	.	-0.2	-8.5
(23) O=C(CCN1CCCCC1)N[C@H]1CC[C@H](CCNS(=O)(=O)c2ccc(F)cc2)O[C@H]1CO
    5.8	-5.0	-0.7	1.5	-1.2	1.2	-1.5	-0.9
(24) COc1ccc(NC(=O)N(C)C[C@@H]2OCCCC[C@@H](C)Oc3ccc(NC(=O)Nc4ccc(C(F)(F)F)cc4)cc3C(=O)N([C@H](C)CO)C[C@@H]2C)cc1
    -19.3	2.2	0.0	0.6	10.9	0.9	-1.9	8.0
(25) C[C@H](CO)N1C[C@H](C)[C@H](CN(C)C(=O)Nc2ccc3c(c2)OCO3)Oc2ccc(NC(=O)CCN3CCOCC3)cc2CC1=O
    -8.7	-3.1	0.0	-22.3	-1.8	-0.8	-0.9	-0.1
(26) C[C@@H]1CN([C@H](C)CO)C(=O)c2cc(NC(=O)c3ccncc3)ccc2O[C@H]1CN(C)C
    -8.2	1.7	0.4	1.2	4.2	-6.4	-1.2	0.9
(27) O=C(c1cccnc1)N1CC2(C1)[C@H](c1ccccc1)[C@H](CO)N2Cc1ccc(Cl)cc1
    .	-8.3	0.0	.	3.0	.	.	-2.2
(28) CC(=O)C(Cc1ccccc1)NC(=O)COC(=O)CCN1C(=O)C2CC=CCC2C1=O (configuration not stated)
    -7.9	-2.0	0.1	-6.6	1.1	-2.4	3.9	0.4
(29) CCCN(C)C[C@@H]1Oc2cc(C#CC3CCCCC3)ccc2S(=O)(=O)N([C@@H](C)CO)C[C@@H]1C
    -35.7	-0.7	0.0	.	-18.4	.	.	.
(30) COC(=O)c1ccc[n+](CCc2c[nH]c3ccccc23)c1
    -5.4	5.4	.	3.7	2.8	1.7	0.0	-1.1

Single entries from the list:
In S100A4 MyoIIA, cpd 7 has -4.1
In LGR2 antag, cpd 10 has -4.5

(listing goes on)
The line under a structure holds: C2C12 statin	LGR2 antag	Xi reactivation	S100A4 MyoIIA	PGC1a acetyl inh	ERAP1 inh	Cneo AK release	SIRT5 inh
(31) C[C@H](CO)N1C[C@H](C)[C@H](CN(C)Cc2ccccc2)Oc2c(NC(=O)C3CCOCC3)cccc2C1=O
    -2.6	-8.2	0.8	28.7	-9.7	0.5	43.5	4.4
(32) Cc1ccc(Cl)cc1NC(=O)CN1C(=O)NC(C)(C2CC2)C1=O (configuration not stated)
    13.0	.	0.5	0.9	2.6	7.2	-0.2	-5.9
(33) Cc1cc(-c2ccco2)n(CC(=O)NCc2ccccc2)n1
    18.5	16.3	0.1	-0.8	-7.4	0.7	-1.3	-0.1
(34) NC(=O)CC(NC(=O)Cc1ccc(Br)cc1)c1ccc(NCc2ccc(F)c(F)c2)c([N+](=O)[O-])c1 (configuration not stated)
    1.7	-17.2	0.0	.	.	.	0.6	.
(35) CC1CN(S(=O)(=O)c2cccs2)CC(C)O1 (configuration not stated)
    4.0	-1.9	.	1.8	15.3	2.4	-4.2	1.4
(36) COC(=O)C1=C(C)N(Cc2ccccc2C(F)(F)F)C(=NCc2cc(OC)c(OC)c(OC)c2)NC1c1ccc(Cl)cc1 (configuration not stated)
    .	1.5	-0.1	-21.1	.	-0.2	.	0.2
(37) COc1cccc(CNC(=O)CCCc2nnc3n(C)c(=O)c4sccc4n23)c1
    -7.4	-0.9	0.0	-2.1	.	3.8	-0.3	-4.6
(38) Cc1cccc(N2CCN(C(=S)Nc3ccc4nc(N5CCOCC5)cc(C)c4c3)CC2C)c1 (configuration not stated)
    0.4	17.0	0.0	.	-1.0	.	.	.
(39) S=C(NC1CCCCC1)NN(c1ccccc1)c1ccccc1
    -0.8	13.0	0.0	2.7	-27.0	-0.4	45.5	0.2
(40) Cc1cccc(C(=O)OC(C)C(=O)NCC2CCCCC2)c1O (configuration not stated)
    -27.4	-19.0	0.0	4.8	-9.1	1.0	-0.9	-4.3
(41) Cc1nn(-c2ccccc2)cc1/C=N/NS(=O)(=O)c1ccccc1
    .	-2.9	0.3	24.9	.	5.3	.	-5.4
(42) COc1ccc(NC(=O)N(C)C[C@H]2OCCCC[C@@H](C)Oc3ccc(NS(=O)(=O)c4ccc(C)cc4)cc3C(=O)N([C@H](C)CO)C[C@@H]2C)cc1
    .	-11.1	0.2	1.4	2.4	2.1	-4.2	3.7
(43) Cc1nn(-c2cc(C(F)(F)F)ccc2Cl)c2nc(C(Cl)(Cl)Cl)[nH]c(=O)c12
    -13.2	-0.4	-0.2	-6.7	3.1	.	.	-4.4
(44) O=C(OCC(=O)N1CCCC1=O)c1cc(S(=O)(=O)N2CCOCC2)ccc1Cl
    -26.0	-8.4	0.0	-1.8	11.8	0.2	-1.1	-2.3
(45) CC(C)C#Cc1cnc2c(c1)C(=O)N([C@@H](C)CO)C[C@@H](C)[C@@H](CN(C)C(=O)Nc1ccccc1F)O2
    -28.7	4.7	0.0	-4.4	6.1	1.6	-1.5	-2.0

(listing goes on)
The line under a structure holds: C2C12 statin	LGR2 antag	Xi reactivation	S100A4 MyoIIA	PGC1a acetyl inh	ERAP1 inh	Cneo AK release	SIRT5 inh
(46) O=C(COc1ncnc2sccc12)NC1CCS(=O)(=O)C1 (configuration not stated)
    .	4.5	0.3	-0.2	3.7	.	2.9	7.0
(47) CN(C)CCCN(C(=O)c1ccc2c(c1)OCCO2)c1nc2cc3c(cc2s1)OCO3
    -9.8	4.7	0.1	-1.7	.	-2.1	6.4	-2.0
(48) COc1ccc2[nH]c(=O)c(C(c3nnnn3CC3CCCO3)N3CCCCC3)cc2c1 (configuration not stated)
    .	1.8	0.0	-5.6	.	-1.4	.	-9.2
(49) Cc1ccc(NC2=CC(=O)CC(C)(C)C2)c(N)c1
    -5.3	6.0	.	.	0.0	.	0.2	.
(50) CC1(Cc2cccc(C#N)c2)C(=O)Nc2c(Cl)cccc21 (configuration not stated)
    -2.3	-1.6	0.0	1.5	.	6.0	-0.5	-2.9
(51) C[C@H](CO)N1C[C@H](C)[C@H](CN(C)Cc2cccnc2)Oc2cc(-c3cccnc3)ccc2S1(=O)=O
    7.9	-11.0	-0.3	.	10.3	.	.	.

Assay outcomes as filed in PubChem BioAssay.

This is a subset, so the mix of outcomes need not match the whole.
